CTSL1 counter: counter-screen for PFM18AAP inhibitors: inhibitors of F. hepatica cathepsin L1 | hit rate 0.49% among 300,000 | inhibition, % at 5.96 µM | recombinant F. hepatica cathepsin L1, Z-Leu-Arg-MCA fluorescence;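 active = inhibition above the mean of all tested compounds plus 3 SD, set per screening campaign, cut at about 17% in these data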;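 also: 0% = plate median of test compound wells and 100% = 1 µM Z-Phe-Ala-diazomethylketone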
PP1 counter: counter-screen for PP5 inhibitors: inhibitors of human PP1-alpha; purified PP1alpha, OMFP fluorescence; inhibition, % at 6.7 µM; hit rate 0.9% among 320,000; AID 2235;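 active = inhibition above the mean inhibition of all tested compounds plus 3 SD, computed separately for each screening campaign, cut at about 15% in these data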
PP5 primary: PP5 (human) phosphatase inhibition; inhibition, % at 6.7 µM; P53041; purified PP5c, OMFP substrate fluorescence; hit rate 0.18% among 320,000; AID 1987;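 active = inhibition above the campaign's mean inhibition across all tested compounds plus 3 SD, cut at about 9.5% in these data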;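 also: 0% = DMSO only and 100% = 100 µM cantharidin control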
Target sequence (P53041 whole entry, looked up): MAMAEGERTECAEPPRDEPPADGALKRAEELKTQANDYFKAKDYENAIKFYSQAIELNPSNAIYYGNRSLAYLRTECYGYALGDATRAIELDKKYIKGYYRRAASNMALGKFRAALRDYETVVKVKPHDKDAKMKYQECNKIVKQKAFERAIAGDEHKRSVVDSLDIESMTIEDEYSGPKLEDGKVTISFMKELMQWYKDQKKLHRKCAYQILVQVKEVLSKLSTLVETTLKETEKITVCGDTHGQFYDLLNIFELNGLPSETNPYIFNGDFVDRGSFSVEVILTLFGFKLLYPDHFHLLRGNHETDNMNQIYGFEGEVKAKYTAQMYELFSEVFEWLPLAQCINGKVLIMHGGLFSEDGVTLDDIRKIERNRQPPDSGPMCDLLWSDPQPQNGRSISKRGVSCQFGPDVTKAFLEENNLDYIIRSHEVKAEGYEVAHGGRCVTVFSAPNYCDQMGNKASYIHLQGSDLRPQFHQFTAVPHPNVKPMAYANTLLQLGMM
TPT1 inh: inhibitors of Candida albicans tRNA 2'-phosphotransferase TPT1 | recombinant caTPT1, FP RNA substrate dephosphorylation | inhibition, % at 5 µM | hit rate 0.81% among 300,000;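 active = inhibition above the mean of all tested compounds plus 3 SD, set per screening campaign, cut at about 24% in these data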;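 also: plate controls were DMSO alone for no effect and ferristatin control at 100 nM for full effect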
core dimer inh: HCV core protein dimerization inhibition; TR-FRET GST/Flag-core106 dimerization, 1536-well; inhibition, % at 5 µM; hit rate 0.33% among 300,000; AID 1899;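 active = inhibition above the mean of all tested compounds plus 3 SD, set per screening campaign, cut at about 45% in these data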
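Assay system: Tagged HCV core106 pair (GST and Flag) | Buffer or medium: KF-containing HEPES buffer, pH 7.45, DTT, CHAPS, BSA | Also added: Eu donor and XL665 acceptor anti-tag antibodies | Dosing: One concentration, 5 µM, in 0.5% DMSO | Timing: 4 h at 22.5 °C | Technique: TR-FRET 671 and 617 nm emission | Repeats: Singlicate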
JMJD2C inh: inhibitors of human GASC-1 (JMJD2C) demethylase; Q9H3R0; inhibition, % at 2.35 µM; hit rate 0.069% among 330,000; GST-JMJD2C(1-420) H3K9me3 demethylation, DELFIA europium;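 active = more than half of a compound's replicate wells show inhibition beyond 50%, single wells judged on their own value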;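 also: signal counts dimethyl H3K9 product captured on neutravidin plate; 0% = median of DMSO wells and 100% = 0.3 times that DMSO median; strong numbers were not always called active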
Target sequence (Q9H3R0 1-420 limits assumed): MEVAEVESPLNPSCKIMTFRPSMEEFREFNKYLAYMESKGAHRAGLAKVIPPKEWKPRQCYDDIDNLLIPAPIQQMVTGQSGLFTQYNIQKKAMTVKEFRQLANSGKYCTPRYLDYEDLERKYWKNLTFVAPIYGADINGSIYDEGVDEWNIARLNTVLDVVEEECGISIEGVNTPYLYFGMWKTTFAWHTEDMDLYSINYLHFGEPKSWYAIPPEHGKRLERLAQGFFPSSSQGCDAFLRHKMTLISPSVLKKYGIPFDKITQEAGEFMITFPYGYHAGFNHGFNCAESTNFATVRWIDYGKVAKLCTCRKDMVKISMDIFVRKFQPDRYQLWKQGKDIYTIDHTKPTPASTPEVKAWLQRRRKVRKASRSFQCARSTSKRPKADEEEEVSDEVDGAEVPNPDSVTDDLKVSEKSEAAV
proCasp3 act: procaspase-3 (human) activation; AID 463141; hit rate 0.11% among 330,000; activation, % at 8.5 µM; recombinant procaspase-3 D3A, Ac-DEVD-pNA absorbance 405 nm;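 active = activation above the mean of all tested compounds plus 3 SD, cut at about 21% in these data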;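 also: 0% = DMSO alone and 100% = DMSO wells spiked with extra 5 µM PC-3 D3A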
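Evaluation: percent activation relative to control range; Material: Procaspase-3 D3A mutant, all three cleavage aspartates alanine; Compound: single dose, 8.5 µM nominal compound, 0.8% DMSO; Replication: one well per compound; Signal: absorbance at 405 nm, 0 and 120 min; Schedule: 1 h preincubation plus 2 h reaction at 25 °C.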
procasp7 counter: counter-screen for procaspase-3 activators: activators of human procaspase-7 | recombinant procaspase-7, Ac-DEVD-pNA absorbance 405 nm; D23A/D198A/D206A triple mutant, cannot self-cleave; scale: DMSO 0, 5 µM enzyme 100 | P55210 | hit rate 0.093% among 330,000 | activation, % at 8.5 µM;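 active = percent activation above the screen-wide mean plus 3 SD, cut at about 25% in these data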
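Test system: Procaspase-7 triple mutant (PC-7 D3A). Also added: Ac-DEVD-pNA substrate, 400 µM as added. Schedule: 1 h enzyme–compound preincubation and 2 h substrate reaction, both 25 °C. Signal: p-Nitroaniline absorbance at 405 nm, read at 0 and 120 min. Control set: low DMSO alone, high DMSO plus 5 µM PC-7.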
Efflux pump mplx: antifungal efflux pump inhibition, Nile Red retention; AID 485275; S. cerevisiae Candida pump triplex; hit rate 0.44% among 330,000; inhibition, % at 10 µM;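 active = plate passing quality check with inhibition over a set limit, or well fluorescence over plate mean plus 4 SD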;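 also: Nile Red retained in pooled yeast measured as flow cytometry median fluorescence; 0% = buffer negative control and 100% = Enniatin B positive control; higher means more Nile Red kept so more efflux inhibition; some compounds called inactive have numbers as strong as hits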
Starred values were filed as active, the others as inactive; i = inactive; / = no result given.

SMILES	CTSL1 counter	PP1 counter	PP5 primary	TPT1 inh	core dimer inh	JMJD2C inh	proCasp3 act	procasp7 counter	Efflux pump mplx
O=[N+]([O-])c1cccc(NNS(=O)(=O)c2ccccc2F)c1	1	-2	2.6	0	-7	6	-25	-23	-0.2
Cc1sc2ncnc(SCC(=O)Nc3ncccc3O)c2c1C	/	2	3.0	/	/	-2	3	-17	-0.3
Cc1[nH]c2ccccc2c(=O)c1C(=O)/C=C/c1ccccc1	-1	-1	3.9	-1	4	8	-2	-1	0.1
O=c1[nH]c(=O)n(Cc2ccc(Oc3ccccc3)cc2)cc1Br	2	3	0.1	1	2	7	5	8	0.2
Cn1c(C(=O)N2CCCc3ccccc32)cc2c(=O)n3ccccc3nc21	-1	-3	2.1	-2	2	2	2	5	-0.1
CCC(C)/C(C)=N/NC(=O)c1ccc(CSc2nc3ccccc3s2)cc1 (stereo not given)	-4	11	6.1	-2	-2	-1	8	10	-0.3
O=C(COc1ccccc1/C=C1\SC(=O)NC1=O)Nc1ccccc1	2	4	1.1	-5	3	-10	-1	-1	-0.2
Cn1c(=O)n(C)c2cc3[nH]cnc3cc21	-4	1	0.7	-1	-9	2	-4	-4	-0.3
O=C(CSCC(=O)NC1CCCC1)Nc1ccccc1	-3	8	-3.0	-3	-3	2	-4	2	0.0
COc1ccccc1CNS(=O)(=O)c1c(C)[nH]c(=O)[nH]c1=O	-1	-6	-0.7	2	1	3	12	4	0.0
C/C(=C\c1ccccc1)C(=O)Nc1nc2ccc([N+](=O)[O-])cc2s1	3	5	3.2	-1	26	-5	-5	-1	-0.3
Cc1ccc(N=Nc2c(C)[nH]n(-c3ccccc3)c2=O)cc1Br	1	0	0.5	-3	2	5	-1	12	0.0
CSc1nnc(CSCc2ccc(Cl)cc2Cl)n1-c1ccccc1	-1	0	-1.6	-1	1	-13	2	-4	0.2
CN(Cc1cnn(C)c1)C(=O)C1CCCCC1C(=O)O (stereo not given)	-3	-5	1.1	-6	1	-3	13	-9	0.0
CCOc1ccc(S(=O)(=O)N(C)c2ccc(OCC(=O)NCc3ccco3)cc2)cc1	-2	3	0.6	-3	-1	15	-7	4	0.0
Nc1c(C(=O)NCc2ccc(F)cc2)c2nc3ccccc3nc2n1CCCN1CCOCC1	1	7	7.6	8	-1	4	0	0	0.5
CCOC(=O)C1CCCN(C(=O)Cn2nc(CC)n3c(cc4sccc43)c2=O)C1 (stereo not given)	-5	-2	2.8	-4	-5	-21	-8	-14	-0.1
CC(C)CN(C(=O)CSc1nc2ccccc2o1)c1c(N)n(Cc2ccccc2)c(=O)[nH]c1=O	/	-3	1.6	/	/	-8	4	-3	-0.2
CC(C)(C)c1nc2ccccc2c2nnc(SCC(=O)Nc3nccs3)n12	-1	0	-0.4	2	3	3	0	1	-0.1
Cc1cc(S(=O)(=O)Nc2c(C)nn(C)c2C)c(Cl)cc1Cl	4	0	2.1	0	4	4	0	4	0.1
CN(C)c1ccnc2sc3c(SCc4ccc(Cl)cc4)ncnc3c12	-2	0	-3.3	2	1	0	0	-2	-0.2
CCC(CC)CN1CCN=C1N(C)C	-1	-6	1.4	-3	1	2	-2	-7	0.0
Cc1cc(C)c(NC(=O)C(C)Sc2nc3ccc(N4C(=O)c5ccccc5C4=O)cc3s2)c(C)c1 (stereo not given)	-2	0	0.7	-1	0	3	6	-10	0.3
Cc1cc(C)n(C(=O)/C(C#N)=N\Nc2ccccc2[N+](=O)[O-])n1	2	0	-2.4	3	-2	-10	-10	-5	0.0

Profiles from above:
CSc1nnc(CSCc2ccc(Cl)cc2Cl)n1-c1ccccc1 in the list: CTSL1 counter = -1; PP1 counter = 0; PP5 primary = -1.6; TPT1 inh = -1; core dimer inh = 1; JMJD2C inh = -13; proCasp3 act = 2; procasp7 counter = -4; Efflux pump mplx = 0.2
Cn1c(=O)n(C)c2cc3[nH]cnc3cc21 in the list: CTSL1 counter = -4; PP1 counter = 1; PP5 primary = 0.7; TPT1 inh = -1; core dimer inh = -9; JMJD2C inh = 2; proCasp3 act = -4; procasp7 counter = -4; Efflux pump mplx = -0.3

Continued:
SMILES	CTSL1 counter	PP1 counter	PP5 primary	TPT1 inh	core dimer inh	JMJD2C inh	proCasp3 act	procasp7 counter	Efflux pump mplx
Cc1ccc(-c2ccc(CCC(=O)O)n2C(C)C)cc1	2	4	-2.1	7	-5	4	10	3	0.0
CCOCCCNC(=O)CN1C(=O)c2cccc3cccc1c23	0	4	2.9	3	-2	3	-6	-1	0.4
Cc1cc(/C=N/O)c(C)n1-c1cccc(Cl)c1	-1	0	0.3	4	12	3	5	-1	-0.1
C=C1CCN([C@H](C(=O)O)C(C)C)S(=O)(=O)c2ccccc21	0	-1	1.8	-1	3	11	-5	4	0.1
COc1ccccc1C(CNC(=O)C1CC(=O)N(Cc2ccccc2)C1)N1CCCC1 (stereo not given)	/	4	3.8	/	/	-1	-1	4	0.1
CC(Oc1ccc2cc(-c3ccccc3)c(=O)oc2c1)C(=O)NCC1CCC(C(=O)O)CC1 (stereo not given)	0	0	2.8	-1	5	5	7	-2	0.2
COC(=O)c1[nH]c2cccc(OC)c2c1NC(=O)CCN1CCN(c2ccccc2OC)CC1	2	-2	-2.5	-1	1	2	15	-2	0.0
OCCC1CN(Cc2cc3c(cc2Cl)OCO3)CCN1Cc1ccccc1 (stereo not given)	8	-6	-4.0	1	-7	-10	3	8	-0.1
Nn1c(Cc2ccccc2F)n[nH]c1=S	-1	-2	-1.1	1	5	2	3	-5	0.2
CCC[C@H]1CCCC/C=C\CCCC(=O)OCCN1C(=O)OC(C)(C)C	/	0	2.4	/	/	-9	-1	-2	0.5
CC(C)c1nnc(NC(=O)C2CCCN2C(=O)Nc2cccc(Cl)c2)s1 (stereo not given)	-5	-1	1.8	-1	-2	-11	2	7	-0.1
COc1ccc(C(=O)/C=C/Nc2ccccn2)cc1	6	-3	-0.4	1	3	-1	-3	8	-0.1
CCc1nn(C(C)C(=O)N2CCN(Cc3ccccc3)CC2)c(=O)c2cc3occc3n12 (stereo not given)	1	2	0.1	1	2	11	7	-4	0.0
CCOC(=O)c1csc(NC(=O)C(C)(C)C)n1	2	-1	0.5	-3	-5	13	3	-7	0.1
COC(=O)[C@H](Cc1ccccc1)NC(=O)N1CCCCCC1	-3	0	-0.7	-1	7	-16	-2	4	-0.1
O=c1cc(-c2ccc3c(c2)OCCO3)oc2ccc(Cl)cc12	1	2	3.1	2	3	-4	6	-3	-0.1
O=C(Nc1nc2ccccc2[nH]1)c1cc(F)cc(F)c1	1	-4	0.9	-2	6	-2	4	7	0.0
O=C(COc1cccc2ccccc12)N/N=C/c1ccccc1OCc1ccc(C(=O)O)cc1	3	14	2.8	1	22	1	-3	5	0.1
Cc1ccc(S(=O)(=O)NN=Cc2ccc(N3CCOCC3)cc2)cc1[N+](=O)[O-]	/	/	/	/	/	10	-4	-1	0.2
O=C(O)COCC(=O)Nc1ccccc1-c1ccccc1	-5	0	1.8	4	1	1	-2	-9	0.0
O=C(CCNC(=O)c1ccccc1)N/N=C/c1ccc([N+](=O)[O-])cc1	-1	-1	3.9	-3	2	12	4	7	-0.1
Cc1nc(C)c(C(=O)Nc2cccc(Cl)c2)o1	-1	0	0.3	1	2	74	-3	2	0.0
O=C(O)CC(NS(=O)(=O)c1ccc2c(c1)OCCO2)c1ccccc1[N+](=O)[O-] (stereo not given)	/	/	/	/	/	15	-1	-16	0.6
O=C(Nc1c(-c2ccccc2)nc2ccc(Cl)cn12)c1cccs1	-1	1	0.3	4	-1	0	3	2	0.0
Cc1ccc(NC(=O)N2CCCc3ccccc32)cc1C	2	1	-0.6	0	0	-8	-1	1	0.1
O=C(c1nc2nc(-c3ccc(Cl)cc3)cc(C(F)(F)F)n2n1)N1CCOCC1	-4	-3	0.2	1	-4	6	1	-7	-0.2
O=C(Cn1cc([N+](=O)[O-])cn1)NCc1ccccc1	0	-1	1.6	0	5	3	1	6	0.0
Cc1ccc(CNC(=O)c2ccc(Cn3nc(C)c(Cl)c3C)o2)cc1	-2	4	2.6	1	18	30	-9	-9	0.0
COc1ccc(-n2c(SCC(=O)Nc3nc(C)cs3)nnc2-c2ccoc2C)cc1	1	1	2.7	-1	5	5	3	8	-0.1
CCN(CC)c1ccc(N=Cc2ccccc2[N+](=O)[O-])cc1	-7	1	4.8	5	-5	4	-9	-22	-0.2
Cc1cc(CNC(=O)COc2ccc(C#N)cc2)c2ccccc2n1	-1	-5	-0.3	-2	6	-2	2	-11	0.0
Cn1cc(-c2ccccc2C(N)=O)c(=O)c2cc(Cl)ccc21	0	8	0.0	2	-2	-11	-2	-4	0.2
O=C1CNC(=O)N1	6	-15	1.6	-3	-14	8	-2	-13	-0.2
CCOC(=O)C1CCN(Cc2ccccn2)CC1	-5	-3	0.5	-4	4	16	10	-4	-0.1
CCn1c(C(=O)NCCCc2ccccc2)cc2sccc21	-3	1	0.8	-4	5	4	4	6	-0.2
O=C(Nc1ccc2c(c1)CCC2)c1ccccc1	-1	-3	-1.4	3	-6	-4	2	-10	0.0
CC(C)C(=O)Nc1ccc(C(=O)NNC(=S)NC(=O)c2ccco2)cc1	4	-2	1.4	-3	-1	0	-1	-19	-0.1
COc1ccc(N2CCN(c3cc(C)c4cccc(C)c4n3)CC2)cc1	-15	-2	-4.5	3	-1	152	-10	5	0.1
COc1ccc(CN2CC(=O)N3[C@H]4c5ccccc5OC[C@@H]4[C@H](c4ccccc4)[C@]3(C)C2=O)cc1	/	6	3.8	/	/	1	5	8	0.5
CCOC(=O)N1CCN(C(=O)CSc2ncccn2)CC1	-2	-13	1.3	-1	2	-8	-6	0	0.3
CCO[C@H]1OC(C(=O)O)=C[C@@H](C(C)(C)C)[C@@H]1CCCO	-3	7	3.4	-2	-14	2	2	0	/
COc1ccc(OC)c(C(=O)NC(CC(N)=O)c2ccc(N3CCC(N4CCCC4)CC3)c([N+](=O)[O-])c2)c1 (stereo not given)	-4	7	2.6	-2	0	2	9	5	-0.1
CCc1c(C)sc(NC(=O)C2CC(c3c(F)cccc3Cl)=NO2)c1C#N (stereo not given)	-3	4	6.0	-1	17	6	1	-1	0.0
COc1cc(CNCc2cccs2)ccc1OCc1cccs1	0	2	3.2	-1	-4	-5	1	12	0.0
Cc1onc(-c2ccccc2)c1NC(=O)Nc1c(-c2ccccc2)noc1C	2	-1	3.2	-2	-2	5	-2	4	-0.1
COc1ccc2c(c1)c(=O)oc1cc(O)ccc12	1	-1	2.1	0	-2	i	2	-1	0.1
CCCN(CCC)C(=O)CSc1nc2c(sc(=S)n2-c2ccc(OCC)cc2)c(=O)[nH]1	7	12	1.3	-11	24	5	6	-10	0.0
CN(c1ccc(OCC(=O)OCC(=O)c2c(N)n(C)c(=O)n(C)c2=O)cc1)S(=O)(=O)c1ccc2ccccc2c1	2	-2	0.8	4	24	9	8	9	0.0
